UBC13 polyUb = inhibitors of human UBC13 polyubiquitin chain formation; P61088; TR-FRET; inhibition, % at 20 µM; hit rate 0.47% among 330,000; in the data active = inhibition above about 45%, passing the limit was not always enough
Target sequence (P61088 whole entry, looked up): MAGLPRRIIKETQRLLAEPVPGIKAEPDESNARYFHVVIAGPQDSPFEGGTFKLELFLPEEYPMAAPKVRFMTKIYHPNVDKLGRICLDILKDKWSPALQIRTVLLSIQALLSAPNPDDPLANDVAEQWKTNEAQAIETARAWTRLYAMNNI
APJ antag = blocks the human apelin receptor APJ; P35414; hit rate 0.32% among 330,000; inhibition, % at 20 µM; AID 2521; CHO-K1 APJ beta-arrestin complementation, luminescence;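 active = inhibition above about 40% at 20 µM, limit read from the data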;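 also: cells challenged with 10 nM apelin-13 agonist together with compound; plate controls were apelin-13 plus DMSO wells for no effect and DMSO wells lacking apelin-13 for full effect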
CXCR6 inh = CXCR6 (human) receptor inhibition; inhibition, % at 20 µM; AID 602244; CHO-K1 PathHunter CXCR6 beta-arrestin, luminescence; hit rate 0.36% among 360,000; O00574; in the data active = inhibition above about 34%, passing the limit was not always enough;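 also: antagonist mode with CXCL16 agonist at 10 nM final; 0% = 10 nM CXCL16 with DMSO and 100% = unstimulated wells without agonist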
CCR6 antagonist = blocks CCL20-driven beta-arrestin recruitment at human CCR6. AID 493098. CHO-K1 CCR6 PathHunter beta-arrestin, luminescence, CCL20-stimulated. P51684. inhibition, % at 20 µM. hit rate 0.49% among 340,000;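 active = compounds whose inhibition of the agonist-driven luminescence signal at 20 µM reaches about 50%, limit read from the data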;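 also: cells stimulated with CCL20 at 14 nM final; plate controls were DMSO with CCL20 for no effect and DMSO without agonist for full effect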
Target sequence (P51684 whole entry, looked up): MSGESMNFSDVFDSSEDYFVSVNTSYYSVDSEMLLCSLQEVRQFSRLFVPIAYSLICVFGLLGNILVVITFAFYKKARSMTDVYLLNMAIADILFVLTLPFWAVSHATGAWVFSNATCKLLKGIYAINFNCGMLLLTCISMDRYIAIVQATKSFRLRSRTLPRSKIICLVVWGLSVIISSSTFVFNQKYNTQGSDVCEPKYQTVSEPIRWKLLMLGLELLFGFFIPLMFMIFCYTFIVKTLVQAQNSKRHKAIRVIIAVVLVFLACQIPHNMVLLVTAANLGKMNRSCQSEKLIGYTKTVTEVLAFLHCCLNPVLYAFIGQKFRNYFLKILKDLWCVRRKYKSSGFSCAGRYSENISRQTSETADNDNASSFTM
EBI2 block = antagonists of human EBI2 receptor; P32249; EBI2 beta-arrestin recruitment, luminescence, 7a,25-OHC stimulated; inhibition, % at 5 µM; hit rate 0.81% among 360,000; AID 651636; in the data active = inhibition above about 38%;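 also: enzyme fragment complementation signal reports receptor beta-arrestin coupling in cells; 0% = agonist plus DMSO wells and 100% = wells without agonist; some results beyond the cut were filed as inactive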
Target sequence (P32249 whole entry, looked up, the tested form may be a part): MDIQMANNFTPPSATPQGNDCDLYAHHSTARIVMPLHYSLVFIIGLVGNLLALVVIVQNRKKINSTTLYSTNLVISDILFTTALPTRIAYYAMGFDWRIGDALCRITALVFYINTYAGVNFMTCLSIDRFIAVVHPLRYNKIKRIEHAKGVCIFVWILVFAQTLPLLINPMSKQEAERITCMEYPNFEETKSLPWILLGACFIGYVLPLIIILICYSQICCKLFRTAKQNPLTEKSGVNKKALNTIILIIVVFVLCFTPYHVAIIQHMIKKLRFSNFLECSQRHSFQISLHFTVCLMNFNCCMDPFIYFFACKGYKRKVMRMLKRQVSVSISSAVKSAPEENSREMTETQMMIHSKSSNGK
APJ agonist = APJ receptor agonism; P35414; activation, % at 20 µM; AID 2520; CHO-K1 APJ PathHunter beta-arrestin, luminescence; 0% DMSO wells, 100% apelin; hit rate 0.11% among 330,000;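 active = activation more than six SD over the plate average, tested at 20 µM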;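 also: 0% = DMSO alone and 100% = apelin-13 at 10 nM; some results filed as inactive read as strong as hits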
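Test system: CHO-K1 APJ beta-arrestin complementation cell line | Compound: Single test compound dose, 20 µM final, 1% DMSO | Incubation: Compound 90 min 25 °C, reagent 1 h | Measured by: beta-gal luminescence | Read-out basis: APJ–arrestin association signal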
ATG4B inhibitor = blocks human ATG4B protease cleavage of LC3 substrate | inhibition, % at 8.33 µM | hit rate 0.51% among 340,000 | AID 504462 | ATG4B cleavage of LC3-PLA2, NBD-HPC fluorescence, 1 h | Q9Y4P1; in the data active = inhibition above about 40%
Gli-Sufu block = antagonists of Gli-Sufu signaling. Sufu-KO-LIGHT fibroblasts, Gli luciferase reporter luminescence. inhibition, % at 5 µM. hit rate 0.74% among 340,000;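 active = inhibition above about 55%, limit read from the data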;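 also: 0% = DMSO-treated cells and 100% = wells with medium but no cells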
Numbers without * were called inactive; nt = no result given.

SMILES	UBC13 polyUb	APJ antag	CXCR6 inh	CCR6 antagonist	EBI2 block	APJ agonist	ATG4B inhibitor	Gli-Sufu block
COc1ccccc1NC(=O)CN1CCN(CC(=O)Nc2ccc(OC)c(OC)c2)CC1	22	-4	-8	9	-7	-2	-1	4
CCC(C)NS(=O)(=O)c1cc2c3c(c1)CCC(=O)N3CCC2 (centres undefined)	-3	12	1	0	13	-4	7	-10
Cc1cccc(C(=O)NCC2CCCO2)c1 (centres undefined)	2	-17	0	-6	-2	2	1	-3
CC1(C)NC(=O)N(CC(O)CNC23CC4CC(CC(C4)C2)C3)C1=O (centres undefined)	0	-9	4	13	0	0	-5	-3
O=C(N/N=C(/CC(=O)c1cccs1)C(F)(F)F)c1ccc(O)cc1	-21	1	15	28	1	-1	8	2
CCC(C)NC(=O)C(NS(=O)(=O)c1ccc2c(c1)c(=O)n(C)c(=O)n2C)c1ccccc1 (centres undefined)	-4	13	0	18	-7	-5	-8	4
Cc1noc(C)c1S(=O)(=O)N1CCCN(C(=O)/C=C/c2ccccc2F)CC1	15	8	4	0	24	-3	-16	-3
Cc1cc(Br)c(S(=O)(=O)NCc2ccncc2)cc1C	12	0	5	-17	-2	6	-3	54
O=C(Cc1ccccc1)N1CCN=C1SCc1cccc([N+](=O)[O-])c1	-15	1	-6	2	7	-2	1	8
Cc1sc(NC(=O)/C=C/C(=O)O)c(C(N)=O)c1-c1ccc(C(C)(C)C)cc1	2	20	8	5	-15	1	14	-5
C=C1C(=O)O[C@H]2C[C@H]1[C@@H](OC(C)=O)C/C(C)=C/CC/C(C)=C\CC[C@]2(C)O	nt	nt	0	3	52*	nt	-17	-5
Cc1cc(C)cc(C(=O)Nc2cccnc2Cl)c1	2	8	5	4	-3	-4	3	-21
CC(=O)c1c(C)[nH]c(C(=O)OCc2nnc(-c3ccc([N+](=O)[O-])cc3)o2)c1C	-8	12	-23	17	-2	9	8	7
COc1ccc(NC(=O)CC2C(=O)N(C)C(=S)N2CCc2ccccc2F)cc1 (centres undefined)	6	-2	-12	-5	-9	1	37	6
CN(C)CCCNC(=S)N1CCN(c2nc(-c3ccccc3)cs2)CC1	15	4	-29	2	13	-2	-2	16
CC1(C)NC(=O)N(CC(=O)OCC(=O)Nc2cccc(S(N)(=O)=O)c2)C1=O	2	-5	-2	-1	-1	-4	-10	-5
CC1=CC(C)(C)N2C(=O)C3(C(C#N)=C(N)OC4=C3C(=O)CCC4)c3c(C)c(C)cc1c32 (centres undefined)	-2	-7	4	1	-10	-2	13	8
CCOCCCNC(=O)Cc1cc(=O)[nH]c(=O)[nH]1	3	27	8	-1	-3	0	5	6
Cc1ccc(/C=C2\SC(=S)N(CCC(=O)N3CCOCC3)C2=O)cc1	-7	-24	0	0	-4	2	2	-14
Cc1ccccc1-n1c(-c2csc3ccccc23)n[nH]c1=S	-1	8	6	15	-15	-4	4	-5
CCC(C)(C(=O)NC1CCCC1)N(C(=O)c1cnccn1)c1c(C)n(C)n(-c2ccccc2)c1=O (centres undefined)	-2	13	-4	-5	-3	-1	-3	2
COC(=O)c1c(NC(=O)Cc2cccs2)sc(C)c1C	9	-4	-5	-2	10	-2	15	-2
CC(=O)Nc1cccc(NC(=O)CSc2nccn2Cc2ccc(F)cc2)c1	-2	8	-12	-4	7	1	-3	1
O=C(c1cc(COc2cccc3cnccc23)on1)N1CCC(c2ccccc2Cl)C1 (centres undefined)	12	-9	-1	21	6	-3	-13	20
COCCNC(=O)NC12CC3(C)CC(C)(CC(C)(C3)C1)C2	5	-9	0	-8	7	-1	-6	1
CC(OC(=O)c1ncc(Cl)c(Cl)c1Cl)C(=O)NC1(C#N)CCCCC1 (centres undefined)	2	12	8	-16	5	-2	-1	-2
CCCCC(=O)Nc1ccc(C(=O)NCCc2ccc(S(N)(=O)=O)cc2)cc1	-4	25	-8	-1	-2	-1	2	-7
Cc1ccc(-c2noc(CN(C(=O)CCCN3C(=O)c4ccccc4C3=O)C(C)C)n2)cc1	-3	20	-2	7	3	5	6	-5
Cc1ccc(SC[C@H](Cc2ccccc2)N2CC[C@@H](C)CCC2=O)cc1	-9	11	18	23	18	-3	4	-1
CCCSc1nc(O)c(C(c2ccc(OC)c(O)c2)c2c(O)nc(SCCC)n(C)c2=O)c(=O)n1C	9	7	1	-7	-9	17	38	2
Cc1cc(NC(=O)c2ccc(S(=O)(=O)N(C)C)cc2)no1	-11	0	1	10	-7	0	-8	0
COc1ccc(S(=O)(=O)N(c2onc(C)c2Cl)S(=O)(=O)c2ccc(OC)cc2)cc1	0	18	6	-11	-4	-5	-9	5
O=S(=O)(/N=C(/Nc1ccccc1)c1ccccc1)c1cccs1	-4	-6	-1	13	-8	-2	1	-1
Nc1ncc2c(n1)-c1ccccc1CC2	14	8	-2	-8	20	4	-3	-9
COc1ccc(-n2c(=O)c3ccccc3n(CC(=O)Nc3cccc(OC)c3)c2=O)cc1	10	19	1	13	0	2	-10	9
Cc1ccc(C(=O)NCCN2C3=NC[C@@H](Cc4ccccc4)N3C[C@H]2Cc2ccc(O)cc2)cc1Br	104*	21	0	14	4	-5	4	17

Full records as entered above.
`COC(=O)c1c(NC(=O)Cc2cccs2)sc(C)c1C` reads UBC13 polyUb: 9; APJ antag: -4; CXCR6 inh: -5; CCR6 antagonist: -2; EBI2 block: 10; APJ agonist: -2; ATG4B inhibitor: 15; Gli-Sufu block: -2
`Cc1ccc(SC[C@H](Cc2ccccc2)N2CC[C@@H](C)CCC2=O)cc1` reads UBC13 polyUb: -9; APJ antag: 11; CXCR6 inh: 18; CCR6 antagonist: 23; EBI2 block: 18; APJ agonist: -3; ATG4B inhibitor: 4; Gli-Sufu block: -1

New compounds follow:
SMILES	UBC13 polyUb	APJ antag	CXCR6 inh	CCR6 antagonist	EBI2 block	APJ agonist	ATG4B inhibitor	Gli-Sufu block
CCOC(=O)c1c(C)[nH]c(C)c1S(=O)(=O)N(C)CC(=O)Nc1ccc(C)cn1	-3	2	5	-11	0	5	-7	-10
O=C(CSc1ccc([N+](=O)[O-])cn1)Nc1ccc2c(c1)OCCO2	4	-37	-18	3	-4	0	-7	-2
COc1ccc(C2CC2/C(C)=N/OC(=O)C2CC2)cc1 (centres undefined)	10	0	0	6	-12	-3	1	-20
Cc1ccc(S(=O)(=O)NCCNC(=O)C2CCCNC2=O)cc1 (centres undefined)	-2	24	-18	-3	-15	6	-10	-2
CC(C)COC(=O)C(N)C(C(=O)OCC(C)C)c1ccccc1 (centres undefined)	8	20	6	-1	-4	-3	1	0
CCOC(=O)C1/C(=N\O)CC(C)(O)C(C(=O)OCC)C1c1ccc(OC)c(OC)c1 (centres undefined)	4	13	1	14	-2	-2	-14	-16
COC(=O)CSc1nnc(CNc2ccc(F)cc2)o1	-4	-4	-1	-20	-2	2	-8	4
CCOc1ccccc1NC(=O)CCN(c1ccc(C)cc1)S(=O)(=O)c1ccccc1	4	-5	-1	7	-5	1	6	-4
O=C1CCc2cccc(O)c2N1	nt	nt	-1	2	-6	nt	-2	-25
CCOc1cc(N2CCOCC2)c(OCC)cc1NC(=O)Cn1[nH]c(=O)c2ccccc2c1=O	18	2	-12	-19	0	1	-9	15
Nc1cc(=O)[nH]c(SCC(=O)Nc2ccc(F)c(Cl)c2)n1	2	-3	6	-4	-8	-4	-15	1
COc1ccccc1NC(=O)c1nn(-c2ccc(F)c(F)c2)ccc1=O	-5	5	-9	-11	-13	4	8	4
Cc1ccc(C)n1-c1sccc1C(=O)O	nt	nt	1	5	-7	nt	37	-6
COc1ccc(Cl)cc1NC(=O)COC(=O)c1cc(C)oc1C	12	7	-7	7	16	-1	-5	7
O=C(Nc1ccc2c(c1)[nH]c(=O)c1ccccc12)C(F)(F)F	nt	nt	-9	8	-14	nt	-5	30
Cc1ccc(F)cc1NC(=O)CSc1nnc(CNC(=O)c2ccco2)n1C	-8	-6	8	4	-2	14	-10	-4
NC(=S)N=Nc1ccc(NN=C(N)N)cc1	-20	8	3	23	-12	18	-1	19
Cc1nc(NS(=O)(=O)c2ccccc2)sc1C(=O)NN	1	6	-5	5	-8	2	2	-7
O=C(NCc1cccnc1)/C(=C/c1ccc(Cl)cc1)NC(=O)c1ccccc1	1	6	1	6	-2	-2	-13	22
COC(=O)Oc1cncc(C(=O)O)c1	-2	13	6	-9	5	1	7	4
CC(C)CCN1CC(C(=O)NC(C)C)CC1=O (centres undefined)	-2	4	-8	0	1	-2	5	0
Cc1ccc(NC(=S)NCCc2c[nH]c3ccccc23)cc1	16	17	-11	5	15	-3	-17	9
Cc1cc(N2CCOCC2)nc2ccc(NC(=O)C3CCC(C)CC3)cc12 (centres undefined)	0	-6	2	15	10	1	0	6
NS(=O)(=O)c1ccc2nc(NC(=O)c3ccc4ncsc4c3)sc2c1	-4	-7	-16	10	0	-3	-11	10

Laid out differently: results already given
| Compound | UBC13 polyUb | APJ antag | CXCR6 inh | CCR6 antagonist | EBI2 block | APJ agonist | ATG4B inhibitor | Gli-Sufu block |
| --- | --- | --- | --- | --- | --- | --- | --- | --- |
| Cc1nc(NS(=O)(=O)c2ccccc2)sc1C(=O)NN | 1 | 6 | -5 | 5 | -8 | 2 | 2 | -7 |
| O=C(NCc1cccnc1)/C(=C/c1ccc(Cl)cc1)NC(=O)c1ccccc1 | 1 | 6 | 1 | 6 | -2 | -2 | -13 | 22 |
| COC(=O)Oc1cncc(C(=O)O)c1 | -2 | 13 | 6 | -9 | 5 | 1 | 7 | 4 |

(cont.)
SMILES	UBC13 polyUb	APJ antag	CXCR6 inh	CCR6 antagonist	EBI2 block	APJ agonist	ATG4B inhibitor	Gli-Sufu block
COc1ccc(CNC(=O)CNS(=O)(=O)c2cccc(C#N)c2)cc1OC	nt	nt	4	2	-6	nt	-9	4
CSc1sc(-c2ccnc(SCCS(C)(=O)=O)n2)c(-c2ccccc2)c1C#N	13	30	19	31	28	-11	-7	6
CCCCN(C(=O)c1sc2nc3n(c(=O)c2c1C)CCC3)c1c(N)n(CC(C)C)c(=O)[nH]c1=O	-1	-1	-6	5	-5	8	-5	-4
COc1cc(S(=O)(=O)n2nc(C)cc2C)c(OC)cc1Cl	-1	13	2	11	-1	0	2	-3
Cc1cc(NC(=O)c2ccc3c(c2)OCCO3)no1	-2	4	-11	2	4	0	-13	-83
CCC(=O)Nc1ccc(NCc2ccc(-c3ccccc3)cc2)cc1	-5	-1	-10	-14	-23	6	-7	-11
O=C(NCc1cccnc1)C(=O)NCC1OCCCN1S(=O)(=O)c1ccc(Cl)cc1 (centres undefined)	-1	24	-7	-9	-4	-1	4	2

Screens: PubChem BioAssay, Sanford-Burnham Center for Chemical Genomics
